Source: PubChem (Southern Research Specialized Biocontainment Screening Center)
M. tuberculosis: growth inhibition of non-replicating M. tuberculosis (AID 488890). Mycobacterium tuberculosis non-replicating, growth inhibition; higher % means a stronger effect. inhibition, % at 25 µM, or IC50 in µM where a hit was titrated. hit rate 0.39% among 320,000; in the data active = a potency from the dose series; inconclusive = inhibition mostly from about 82% at the one dose, without a potency; inactive = the rest, 99 in 100 with inhibition below about 76%;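 also: plate controls were DMSO cells for no effect and high antibiotic wells for full effect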
M. tuberculosis HTS: M. tuberculosis growth inhibition, HTS (AID 449762); M. tuberculosis H37Rv growth inhibition, 7H9 media; higher % means a stronger effect; hit rate 0.59% among 330,000; one-dose inhibition, % at 25 µM; IC50 in µM for titrated hits; in the data active = a potency from the dose series; inconclusive = inhibition above about 70% without an active follow-up result;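 also: bacterial growth assessed after seven days of incubation; strong numbers were not always called active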
PhoP GFP inhibition: Inhibition of PhoP regulon, Salmonella typhi GFP reporter cells, confirmation, 4 h (AID 1850); Salmonella Typhi PhoP-promoter GFP reporter, fluorescence, 4 h; higher % means a stronger effect; hit rate 0.33% among 310,000; inhibition, % at 50 µM; hits with a dose series show IC50 in µM; in the data active = a potency from the dose series; inconclusive = inhibition mostly from about 25% at the one dose, without a potency; inactive = the rest, 99 in 100 with inhibition below about 19%;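 also: 0% = induced wells with vehicle and 100% = uninduced wells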
influenza NS1A: NS1A inhibition, H1N1 influenza, cell based functional assay (AID 504329); NS1A functional cell-based assay, percent inhibition; higher % means a stronger effect; inhibition, % at 12.5 µM; hits with a dose series show IC50 in µM; hit rate 0.3% among 340,000; in the data active = a potency from the dose series; inconclusive = inhibition above about 27% without an active follow-up result; also: strong numbers were not always called active
VEEV TC-83 Vero: inhibitors of VEEV TC-83 cytopathic effect, confirmation, Vero cells (AID 588727). hit rate 0.13% among 350,000. one-dose inhibition, % at 20 µM; IC50 in µM for titrated hits. Vero cells, VEEV TC-83 cytopathic effect inhibition; higher % means a stronger effect; in the data active = a potency from the dose series; inconclusive = inhibition mostly from about 14% at the one dose, without a potency; inactive = the rest, 99 in 100 with inhibition below about 12%; also: strong numbers were not always called active
An asterisk follows results filed as active.

Start of the data: the first 8 records (preview)
Results for Cc1c(C(=O)N2CCN(CCc3ccccc3)CC2)oc2ccccc12 ?
M. tuberculosis: 25%; M. tuberculosis HTS: 3%; PhoP GFP inhibition: 9%; influenza NS1A: 0%; VEEV TC-83 Vero: inactive

What do the screens show for `CC(=O)Nc1cccc(NC(=O)COC(=O)CO/N=C(\C)c2ccc3c(c2)OCO3)c1`?
M. tuberculosis: 27%; M. tuberculosis HTS: 10%; PhoP GFP inhibition: -2%; influenza NS1A: 0%; VEEV TC-83 Vero: inactive

Results for COC(=O)c1cc(C(=O)OC)n(Cc2ccc(F)cc2)n1 ?
M. tuberculosis: -5%; M. tuberculosis HTS: -5%; PhoP GFP inhibition: 2%; influenza NS1A: -2%; VEEV TC-83 Vero: inactive

How did Cc1nn2c(N)csc2nc1=O do in these assays?
M. tuberculosis: -6%; M. tuberculosis HTS: -1%; PhoP GFP inhibition: -11%

What do the screens show for `OC(CN1CCCCC1)Cn1c2ccc(Cl)cc2c2cc(Cl)ccc21` (stereo unspecified)?
M. tuberculosis: inconclusive; M. tuberculosis HTS: 8.9µM*; PhoP GFP inhibition: 19%; influenza NS1A: -11%; VEEV TC-83 Vero: inactive

How did CCCOc1cccc(C2/C(=C(/O)c3ccc(F)cc3)C(=O)C(=O)N2CCN(C)C)c1 (stereo unspecified) do in these assays?
M. tuberculosis: -7%; M. tuberculosis HTS: -6%; PhoP GFP inhibition: -2%; influenza NS1A: 5%; VEEV TC-83 Vero: 0.4%

Results for FC(F)(F)c1ccc(Cl)c(-n2c(-c3ccco3)n[nH]c2=S)c1 ?
M. tuberculosis: -12%; M. tuberculosis HTS: -4%; PhoP GFP inhibition: -8%; influenza NS1A: -26%; VEEV TC-83 Vero: 1.5%

How did CCOC(=O)CC1C(=O)NCCN1C(=S)NC(=O)c1ccccc1OC (stereo unspecified) do in these assays?
M. tuberculosis: -4%; M. tuberculosis HTS: -9%; PhoP GFP inhibition: -4%; influenza NS1A: 6%; VEEV TC-83 Vero: 3.0%

The list itself, from the first entry:
Results for Cc1c(C(=O)N2CCN(CCc3ccccc3)CC2)oc2ccccc12 ?
M. tuberculosis: 25%; M. tuberculosis HTS: 3%; PhoP GFP inhibition: 9%; influenza NS1A: 0%; VEEV TC-83 Vero: inactive

What do the screens show for `CC(=O)Nc1cccc(NC(=O)COC(=O)CO/N=C(\C)c2ccc3c(c2)OCO3)c1`?
M. tuberculosis: 27%; M. tuberculosis HTS: 10%; PhoP GFP inhibition: -2%; influenza NS1A: 0%; VEEV TC-83 Vero: inactive

Results for COC(=O)c1cc(C(=O)OC)n(Cc2ccc(F)cc2)n1 ?
M. tuberculosis: -5%; M. tuberculosis HTS: -5%; PhoP GFP inhibition: 2%; influenza NS1A: -2%; VEEV TC-83 Vero: inactive

How did Cc1nn2c(N)csc2nc1=O do in these assays?
M. tuberculosis: -6%; M. tuberculosis HTS: -1%; PhoP GFP inhibition: -11%

What do the screens show for `OC(CN1CCCCC1)Cn1c2ccc(Cl)cc2c2cc(Cl)ccc21` (stereo unspecified)?
M. tuberculosis: inconclusive; M. tuberculosis HTS: 8.9µM*; PhoP GFP inhibition: 19%; influenza NS1A: -11%; VEEV TC-83 Vero: inactive

How did CCCOc1cccc(C2/C(=C(/O)c3ccc(F)cc3)C(=O)C(=O)N2CCN(C)C)c1 (stereo unspecified) do in these assays?
M. tuberculosis: -7%; M. tuberculosis HTS: -6%; PhoP GFP inhibition: -2%; influenza NS1A: 5%; VEEV TC-83 Vero: 0.4%

Results for FC(F)(F)c1ccc(Cl)c(-n2c(-c3ccco3)n[nH]c2=S)c1 ?
M. tuberculosis: -12%; M. tuberculosis HTS: -4%; PhoP GFP inhibition: -8%; influenza NS1A: -26%; VEEV TC-83 Vero: 1.5%

How did CCOC(=O)CC1C(=O)NCCN1C(=S)NC(=O)c1ccccc1OC (stereo unspecified) do in these assays?
M. tuberculosis: -4%; M. tuberculosis HTS: -9%; PhoP GFP inhibition: -4%; influenza NS1A: 6%; VEEV TC-83 Vero: 3.0%

How did Nc1ccc(SCCN2C(=O)c3ccccc3C2=O)cc1 do in these assays?
M. tuberculosis: -3%; M. tuberculosis HTS: -2%; PhoP GFP inhibition: -1%; influenza NS1A: 5%; VEEV TC-83 Vero: 0.8%

How did COC(=O)[C@@H]1C[C@@H]2CC[C@@H](O)C[C@@H]2N1Cc1ccccc1OS(=O)(=O)c1ccc(C)cc1 do in these assays?
M. tuberculosis: 27%; M. tuberculosis HTS: -4%; PhoP GFP inhibition: -5%; influenza NS1A: -4%; VEEV TC-83 Vero: 0.9%

Results for CN(C)C(=O)c1cc(C(=O)c2ccccc2Cl)c[nH]1 ?
M. tuberculosis: -3%; M. tuberculosis HTS: -5%; PhoP GFP inhibition: 4%; influenza NS1A: 0%; VEEV TC-83 Vero: 0.6%

What do the screens show for `CCCC(=O)Nc1nc(-c2ccccc2)ns1`?
M. tuberculosis: 24%; M. tuberculosis HTS: 3%; PhoP GFP inhibition: 2%; influenza NS1A: -4%; VEEV TC-83 Vero: 0.9%

How did COc1ccc(NC(=O)C2CCCN(S(=O)(=O)c3c(C)[nH]c(=O)[nH]c3=O)C2)cc1Cl (stereo unspecified) do in these assays?
M. tuberculosis: -7%; M. tuberculosis HTS: 6%; PhoP GFP inhibition: -6%; influenza NS1A: 4%; VEEV TC-83 Vero: inactive

How did COc1cc(CN2CCNC(=O)C2CC(=O)NCc2csc(C(C)C)n2)cc(OC)c1 (stereo unspecified) do in these assays?
M. tuberculosis: 28%; M. tuberculosis HTS: -14%; PhoP GFP inhibition: -9%; influenza NS1A: 0%; VEEV TC-83 Vero: 1.1%

What do the screens show for `O=C(NCc1ccccc1)c1onc(CSc2ccncc2)c1C(=O)NCc1ccccc1`?
M. tuberculosis: -4%; M. tuberculosis HTS: -1%; PhoP GFP inhibition: 0%; influenza NS1A: -7%; VEEV TC-83 Vero: 1.4%

What do the screens show for `COc1ccccc1NC(=O)c1cnc(SCC(=O)NCC2CCCO2)n(C)c1=O` (stereo unspecified)?
M. tuberculosis: 64%; M. tuberculosis HTS: inconclusive; PhoP GFP inhibition: 3%; influenza NS1A: -9%; VEEV TC-83 Vero: 13%

Results for Cc1ccc(-n2nc3c(=O)n(CC(=O)NCc4ccccc4Cl)nc(C)c3c2C)cc1 ?
M. tuberculosis: -15%; M. tuberculosis HTS: -2%; PhoP GFP inhibition: -1%; influenza NS1A: 3%; VEEV TC-83 Vero: 2.6%

What do the screens show for `C=C(C)c1cccc(C(C)(C)NC(=O)N2CCCC(C)C2)c1` (stereo unspecified)?
M. tuberculosis: 15%; M. tuberculosis HTS: 4%; PhoP GFP inhibition: 2%; influenza NS1A: 8%; VEEV TC-83 Vero: 1.5%

How did C[C@H](CO)N1C[C@H](C)[C@@H](CN(C)S(C)(=O)=O)Oc2ccc(NC(=O)Cn3cnnn3)cc2C1=O do in these assays?
M. tuberculosis: -3%; M. tuberculosis HTS: -10%; influenza NS1A: 18%; VEEV TC-83 Vero: inactive

How did CC1=NN(c2ccc(Cl)cc2)C(=O)/C1=C\c1cccn1-c1ccc(S(N)(=O)=O)cc1 do in these assays?
M. tuberculosis: 10%; M. tuberculosis HTS: 0%; PhoP GFP inhibition: -4%; influenza NS1A: 5%; VEEV TC-83 Vero: 9.4%

What do the screens show for `Cc1cccc(OCc2nnc(SCC(=O)Nc3cccc(C(=O)N4CCOCC4)c3)n2C)c1C`?
M. tuberculosis: -10%; M. tuberculosis HTS: -2%; PhoP GFP inhibition: -14%; influenza NS1A: -3%; VEEV TC-83 Vero: 0.1%

What do the screens show for `C#CCOCCOCCOCCNc1nc(N2CCN(C(=O)[C@H](CCCCN)n3cc(CN)nn3)CC2)nc(N2CCN(C(=O)[C@H](CC(N)=O)n3cc(C(N)[C@H](C)CC)nn3)CC2)n1` (stereo partly specified)?
M. tuberculosis: 44%; M. tuberculosis HTS: 8%; influenza NS1A: 0%; VEEV TC-83 Vero: 7.9%

What do the screens show for `Cc1nn(C)cc1CN(C)C(=O)c1cc(-c2ccccc2)nc2ccc(Br)cc12`?
M. tuberculosis: 14%; M. tuberculosis HTS: -3%; PhoP GFP inhibition: -5%; influenza NS1A: -7%; VEEV TC-83 Vero: 9.2%

Results for O=C(NNC(=S)Nc1ccc(F)cc1)C1[C@H]2CCCC[C@@H]12 (stereo partly specified) ?
M. tuberculosis: inconclusive; M. tuberculosis HTS: 3%; PhoP GFP inhibition: -10%; VEEV TC-83 Vero: 0.4%

How did CCN(Cc1ccccc1)C(=O)COc1ccccc1 do in these assays?
M. tuberculosis: 73%; M. tuberculosis HTS: 2%; PhoP GFP inhibition: -4%; influenza NS1A: -1%; VEEV TC-83 Vero: inactive

Results for O=C(/C=C/C=C/c1ccccc1)CC1(O)C(=O)N(CCc2ccccc2)c2ccccc21 (stereo unspecified) ?
M. tuberculosis: 28%; M. tuberculosis HTS: -11%; PhoP GFP inhibition: 1%; influenza NS1A: 1%; VEEV TC-83 Vero: 5.4%

How did O=C(COC(=O)COc1ccc(Cl)cc1)NC1CCCC1 do in these assays?
M. tuberculosis: 14%; M. tuberculosis HTS: 1%; influenza NS1A: 0%; VEEV TC-83 Vero: inactive

Results for O=C(N/N=C/c1ccncc1)c1ccccc1[N+](=O)[O-] ?
M. tuberculosis: -5%; M. tuberculosis HTS: 8%; PhoP GFP inhibition: 0%; influenza NS1A: 7%; VEEV TC-83 Vero: 1.9%

Results for CCC(c1nnnn1Cc1ccco1)N(CCc1ccccc1)Cc1cc2cc(C)ccc2[nH]c1=O (stereo unspecified) ?
M. tuberculosis: 46%; M. tuberculosis HTS: 8%; PhoP GFP inhibition: 17%; influenza NS1A: 6%; VEEV TC-83 Vero: 6.5%

What do the screens show for `CC(C)(C)c1ccccc1NC(=O)c1cccnc1`?
M. tuberculosis: 3%; M. tuberculosis HTS: 1%; PhoP GFP inhibition: -5%; influenza NS1A: -1%; VEEV TC-83 Vero: inactive

How did C=CCn1c(SC(C)C(N)=O)nc2sc(CC)cc2c1=O (stereo unspecified) do in these assays?
M. tuberculosis: 1%; M. tuberculosis HTS: 1%; PhoP GFP inhibition: -1%; VEEV TC-83 Vero: 2.6%

How did Oc1cccc(/C=N/Nc2ccc(Cl)nn2)c1O do in these assays?
M. tuberculosis: 30%; M. tuberculosis HTS: inconclusive; PhoP GFP inhibition: -30%; influenza NS1A: 2.2µM*; VEEV TC-83 Vero: 14%

Results for C=CCc1ccccc1OCC(O)CNC(C)C (stereo unspecified) ?
M. tuberculosis: 64%; M. tuberculosis HTS: 6%; PhoP GFP inhibition: 10%; influenza NS1A: 5%; VEEV TC-83 Vero: inactive

What do the screens show for `CC1(NC(=O)Cc2csc(-c3cccc(Cl)c3)n2)CCS(=O)(=O)C1` (stereo unspecified)?
M. tuberculosis: -2%; M. tuberculosis HTS: -3%; influenza NS1A: -2%; VEEV TC-83 Vero: 3.3%

What do the screens show for `Cc1cc(S(=O)(=O)N2CCN=C2c2ccccc2)c(Cl)cc1Cl`?
M. tuberculosis: 42%; M. tuberculosis HTS: 3%; PhoP GFP inhibition: 10%; influenza NS1A: -1%; VEEV TC-83 Vero: 1.7%

How did O=C(COc1ccc([N+](=O)[O-])cc1Cl)Nc1ccc2[nH]c(=O)[nH]c2c1 do in these assays?
M. tuberculosis: 4%; M. tuberculosis HTS: 4%; influenza NS1A: 3%; VEEV TC-83 Vero: inactive

Results for O=C(COc1ncnc2ccccc12)Nc1ccc(Cl)c([N+](=O)[O-])c1 ?
M. tuberculosis: 2%; M. tuberculosis HTS: 5%; PhoP GFP inhibition: 4%; influenza NS1A: 7%; VEEV TC-83 Vero: inactive

How did COc1ccc(C(=O)NCc2nnc(SCC(=O)c3ccccc3)n2C)cc1OC do in these assays?
M. tuberculosis: -10%; M. tuberculosis HTS: 1%; PhoP GFP inhibition: 12%; influenza NS1A: -3%; VEEV TC-83 Vero: 0.6%

Results for O=C(COC(=O)c1ccc(O)cc1O)Nc1cccc2ccccc12 ?
M. tuberculosis: 11%; M. tuberculosis HTS: 8%; influenza NS1A: -23%; VEEV TC-83 Vero: 1.8%

What do the screens show for `O=C(CN1CCCCCC1)Nc1ccccc1Oc1ccccc1`?
M. tuberculosis: -6%; M. tuberculosis HTS: -6%; PhoP GFP inhibition: -3%; influenza NS1A: 2%; VEEV TC-83 Vero: inactive

Results for COc1ccc(S(=O)(=O)N2CCCOC2CNC(=O)C(=O)NCCCn2ccnc2)cc1OC (stereo unspecified) ?
M. tuberculosis: 3%; M. tuberculosis HTS: -10%; PhoP GFP inhibition: 5%; influenza NS1A: -3%; VEEV TC-83 Vero: inactive
